CIT2 TOR yeast: alters CIT2-GFP fluorescence in TOR pathway yeast screen | GFP response vs DMSO, % at 10 µM | AID 2029 | S. cerevisiae CIT2-GFP strain, flow cytometry, 3 h; 100 means same as DMSO wells | 320,000 tested, 0.065% active;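 active means GFP response relative to DMSO above a set limit, near the screen mean plus 3 SD, cut at about 150% in these data; inconclusive means Fewer than 70 cells measured for a yeast strain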;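 further: ratio of well median GFP fluorescence to mean of DMSO wells on the plate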
AHR activator: activators of human aryl hydrocarbon receptor | P35869 | AHR-responsive luciferase reporter cells, luminescence | activation, % at 5 µM | 320,000 tested, 2.5% active | AID 2796; in the data active means activation above about 47%;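 further: 0% = vehicle wells and 100% = reference agonist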
MEP2 TOR yeast: alters MEP2-GFP fluorescence in TOR pathway yeast screen. S. cerevisiae MEP2-GFP strain, flow cytometry GFP, 3 h; 100% = DMSO control level. GFP response vs DMSO, % at 10 µM. 330,000 tested, 0.51% active. AID 2016;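 active means GFP response versus DMSO above a set limit, roughly screen mean plus 3 SD, cut at about 180% in these data; inconclusive means fewer than 70 cells counted for a yeast strain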;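 further: median GFP fluorescence of the barcode-gated MEP2-GFP cells per well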
proCasp3 act: activates human procaspase-3. P42574. recombinant procaspase-3 D3A, Ac-DEVD-pNA absorbance 405 nm. activation, % at 8.5 µM. 330,000 tested, 0.11% active. AID 463141;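 active means activation above the mean of all tested compounds plus 3 SD, cut at about 21% in these data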;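 further: 0% = DMSO alone and 100% = DMSO wells spiked with extra 5 µM PC-3 D3A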
Target sequence (P42574 whole entry D9A/D28A/D175A): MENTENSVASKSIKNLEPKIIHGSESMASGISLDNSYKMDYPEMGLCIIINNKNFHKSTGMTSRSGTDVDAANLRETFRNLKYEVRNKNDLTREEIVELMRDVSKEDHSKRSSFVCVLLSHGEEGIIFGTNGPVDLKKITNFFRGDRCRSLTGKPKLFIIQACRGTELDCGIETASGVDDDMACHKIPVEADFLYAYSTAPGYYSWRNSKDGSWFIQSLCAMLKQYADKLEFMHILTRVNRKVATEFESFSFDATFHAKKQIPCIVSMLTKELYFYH
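Assay system – Procaspase-3 D3A mutant, all three cleavage aspartates alanine · Controls – DMSO-only low control, 5 µM PC-3 D3A high control · Schedule – 1 h compound preincubation, 2 h substrate hydrolysis at 25 °C · Signal – 405 nm absorbance of p-nitroaniline, reads at 0 and 120 min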
AGP1-GFP MLPCN: yeast TOR pathway AGP1-GFP modulation | GFP response vs DMSO, % at 10 µM | AID 2066 | S. cerevisiae AGP1-GFP multiplex flow cytometry, 3 h; GFP as percent of DMSO wells | 320,000 tested, 0.02% active;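 active means GFP response relative to DMSO above a set limit, near screen average plus 3 SD, cut at about 150% in these data; inconclusive means fewer than 70 cells counted for the yeast strain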;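 further: median GFP channel fluorescence of the gated AGP1 strain per well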
RPL19A TOR yeast: modulators of TOR pathway RPL19A-GFP in S. cerevisiae | S. cerevisiae RPL19A-GFP strain, flow cytometry, 3 h; stronger effect = lower value | percent response vs DMSO, % at 10 µM | 330,000 tested, 0.3% active | AID 2025;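 active means percent response vs DMSO below 50%; inconclusive means fewer than 70 events counted for the yeast strain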;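 further: median channel GFP fluorescence of the barcoded RPL19A-GFP strain; ratio of sample median GFP to plate DMSO average so 100% = DMSO; lower means less RPL19A-GFP as with rapamycin TOR inhibition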
LAP4 TOR yeast: yeast TOR pathway LAP4-GFP modulation; S. cerevisiae LAP4-GFP multiplex, flow cytometry GFP, 3 h; median GFP as percent of DMSO wells; GFP response vs DMSO, % at 10 µM; 320,000 tested, 0.34% active;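 active means GFP response vs DMSO above a set limit, about the screen mean plus 3 SD, cut at about 150% in these data; inconclusive means under 70 cell events counted for the yeast strain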
proCasp7 act: counter-screen: procaspase-7 (human) activation | recombinant procaspase-7, Ac-DEVD-pNA absorbance 405 nm; D23A/D198A/D206A triple mutant, cannot self-cleave; scale: DMSO 0, 5 µM enzyme 100 | activation, % at 8.5 µM | 330,000 tested, 0.093% active;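 active means percent activation above the screen-wide mean plus 3 SD, cut at about 25% in these data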
Target sequence (P55210 whole entry D23A/D198A/D206A): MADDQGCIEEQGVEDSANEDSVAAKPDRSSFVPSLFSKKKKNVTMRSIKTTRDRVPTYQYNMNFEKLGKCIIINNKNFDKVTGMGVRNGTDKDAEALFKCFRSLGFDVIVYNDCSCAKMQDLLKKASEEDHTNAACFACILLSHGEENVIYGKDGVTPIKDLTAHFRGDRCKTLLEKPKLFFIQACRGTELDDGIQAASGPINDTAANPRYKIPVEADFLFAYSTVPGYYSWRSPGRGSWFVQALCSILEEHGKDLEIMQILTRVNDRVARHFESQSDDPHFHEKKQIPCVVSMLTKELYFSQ
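buffer or medium = Zinc-free HEPES/NaCl buffer, pH 7.4 | material = Procaspase-7 triple mutant (PC-7 D3A) | input = 2 µM procaspase-7 mutant as dispensed | signal = Epi-absorbance of released pNA at 405 nm, two timepoints | timing = 1 h preincubation, 2 h reaction | replicates = singlicate compound testing | evaluation = % activation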
The depositor's hits bear a star; u = inconclusive; x = not tested or not shown; [ ] = another dose, or the depositor's remark.

SMILES,AHR activator,CIT2 TOR yeast,AGP1-GFP MLPCN,LAP4 TOR yeast,proCasp7 act,proCasp3 act,MEP2 TOR yeast,RPL19A TOR yeast
Cc1occc1C(=O)NN=C1C2CC3CC(C2)CC1C3,6,102,106,99,1,2,100,101
O=C1CC(N2CCN(c3ccccc3)CC2)C(=O)N1c1ccc(Cl)cc1 (stereo unspecified),4,99,94,94,-6,-9,109,100
CCC(C(=O)OC)n1cnc2c(nnn2-c2ccccc2)c1=O (stereo unspecified),8,94,96,108,-1,6,99,95
CCOC(=O)c1c(NC(=O)c2ccco2)sc2c1CCCCC2,12,96,92,99,-1,5,91,89
O=C(NCc1ccc2c(c1)OCO2)c1nn(-c2ccccc2)c(=O)c2ccccc12,23,95,96,99,5,4,95,103
Cc1sc(NC(=O)C2=COCCO2)c(C#N)c1C,1,105,108,109,-7,-11,96,100
O=C1N(Cc2ccccc2)CCCC12CCCN(Cc1ccccc1)C2=O,1,u,u,79[may fluoresce violet],3,8,273*[may fluoresce violet],34*[may fluoresce violet]
COCCn1c(SCC(=O)NC(=O)Cc2ccccc2)nc2ccccc2c1=O,0,111,100,98,-1,6,102,99
O=C(NCC1CCCO1)c1ccc2c(c1)N(Cc1ccc(F)cc1)CCS2 (stereo unspecified),13,95,94,112,1,-4,94,95
O=C(NNc1c2ccccc2nc2ccccc12)c1ccc(Cl)cc1,18,76,95,x,-1,-1,117,88
CC(=O)c1ccc(N2CCN(c3ncc(C(F)(F)F)cc3Cl)CC2)cc1,-4,101,100,103,-1,2,104,89
COc1ccc(-c2[nH]ncc2CN(CC2CCC(=O)N2)C(C)C)cc1F (stereo unspecified),3,115,112,112,6,1,101,105
Cc1c(CC(=O)N[C@@H](C)C(=O)O)c(=O)oc2cc3c(cc12)CCC(C)(C)O3,0,101,93,91,-2,3,101,100
Cn1c(NNC(=O)CCC2CCCCC2)cc(=O)n(C)c1=O,-1,100,100,98,3,-1,100,95
CC(=O)c1ccccc1OCC(=O)Nc1cccc(S(=O)(=O)N2CCCC2)c1,1,95,99,100,12,-1,97,106
Cc1cc(Oc2ccccc2)nc(OCC#N)n1,3,x,108,83,0,-3,99,104
CCn1cc([N+](=O)[O-])c(C(=O)N2N=C(c3ccc4ccccc4c3)CC2c2ccccc2O)n1 (stereo unspecified),33,100,95,90,-4,1,100,94
CCCOc1c(Br)cc(C(=O)OCC(=O)NC2CC2)cc1OC,0,98,101,104,1,1,97,99
O=S(=O)(Nc1nc2ccccc2nc1-[n+]1cccc(N=C([O-])c2ccc(Cl)cc2)c1)c1ccccc1,-4,97,105,104,0,-9,99,101
CCOC(=O)c1c(CC(C)C)csc1/N=C/C1C(=O)CC(C)(C)CC1=O,-1,101,98,96,2,-7,95,95
CCOC(=O)c1cc(-c2ccccc2C)n(CC2CC(c3ccc(OC)cc3)=NO2)n1 (stereo unspecified),0,92,108,108,-7,-7,96,101
C/C(=N/NC(=O)c1ccc(Br)s1)c1cccnc1,x,84,90,87,x,x,111,116
CCOC(=O)Cn1cnc2sc3c(c2c1=O)CCC3,2,95,99,104,3,5,100,104
O=[N+]([O-])c1ccccc1Nc1nc(-c2cccnc2)cs1,52*,102,96,93,5,6,101,101
COc1ccccc1-c1cc(C(=O)O)c2c(=O)n(C)c(=O)n(Cc3ccccc3)c2n1,0,103,102,102,6,0,107,102
Cc1ccc(S(=O)(=O)Cn2nnnc2C(c2ccccn2)N2CCN(c3ccccc3)CC2)cc1 (stereo unspecified),1,100,97,94,-6,1,96,99
CNS(=O)(=O)c1ccc(CCC(=O)N2CCOCC2)cc1,11,103,96,90,2,5,103,100
O=C(O)CSc1nnc(CNc2ccc(Cl)cc2)n1Cc1ccccc1,2,96,102,93,8,-13,89,99
CC(C)[C@H](NC(=O)[C@@H]1Cc2ccccc2CN1)C(=O)NC1CCCCC1,-1,113,105,105,7,4,110,106
CCC1CCCCN1C(=O)c1ccc(OC2CCN(C(=O)C3CC3)CC2)cc1 (stereo unspecified),1,99,97,98,7,1,97,100
Cc1cc(C)c(S(=O)(=O)Nc2ccc(C(N)=O)cc2)c(C)c1,0,95,102,101,6,7,103,99
CCOC(=O)c1c(C)[nH]c(C)c1S(=O)(=O)Nc1ccc(CN2CCCCC2)cc1,1,107,107,98,1,3,109,106
COC(=O)[C@@H]1C[C@H]2CC[C@H](O)C[C@H]2N1Cc1ccc(C(C)(C)C)cc1,1,102,110,97,-5,9,103,99
COc1cc(C(C(=O)NC2CCCC2)N(Cc2ccco2)C(=O)c2snc(C(N)=O)c2N)cc(OC)c1OC (stereo unspecified),-1,110,104,101,-2,-12,102,103
Cc1cc(NC(=O)CSc2nnc(C(C)N(C)C)n2-c2ccc(F)cc2)no1 (stereo unspecified),-3,115,107,98,1,5,111,103
Cc1cccn2cc(CNc3ccccc3)nc12,13,98,105,102,11,2,100,97
COc1cccc(NC(=O)CCCCCn2nnc3ccccc3c2=O)c1,1,126,113,112,1,-11,117,100
C=C(C)c1cccc(C(C)(C)NC(=O)N2CCOCC2)c1,1,99,111,101,7,10,107,97
CCN(CC(=O)NCc1ccc(F)cc1)S(=O)(=O)c1ccc(C)cc1,-1,100,103,98,4,-7,100,101
CCNC(=S)Nc1cc(OCC)c(NC(=O)c2cccs2)cc1OCC,3,79,93,86,11,2,77,88
CCn1c(=O)c(NC(=O)c2ccccc2)c2n(c1=S)CCCCC2,6,121,96,102,-10,-11,107,103
CC(C)c1ccc(C2C3CSCC=C3C(C#N)=C(N)C2(C#N)C#N)cc1 (stereo unspecified),46,98,103,170*,-6,-5,98,96
CCOCCc1nnc(NC(=O)Cc2c(F)cccc2Cl)s1,1,93,89,90,-3,5,90,94
CCN(CC)C(=O)CN(c1cccc(OC)c1)S(=O)(=O)c1ccc(C)cc1,3,96,97,87,3,-2,98,95
CCC(C)NC(=O)CSc1nc(-c2cccs2)cc(C(F)(F)F)n1 (stereo unspecified),8,96,99,108,4,8,100,95
COc1ccc(-n2c(SCC(=O)Nc3ccc(C(N)=O)cc3)nc3c([nH]c4ccccc43)c2=O)cc1OC,17,110,113,112,2,12,110,97
CC1CCCN(C2(O)C(=O)Nc3ccc(Cl)cc32)C1 (stereo unspecified),2,94,90,95,4,-2,104,100
CCOC(=O)C1=C(C)NC(=O)C(C(N)=O)C12CCCC2 (stereo unspecified),0,118,112,89,-3,-5,106,105
Cc1ccc(/C(O)=C2/C(=O)C(=O)N(Cc3ccco3)C2c2cccs2)cc1 (stereo unspecified),8,92,93,105,-46,-13,100,102
COc1ccccc1C(CNC(=O)c1cccc(NS(=O)(=O)c2ccc(C)c(F)c2)c1)N1CCCC1 (stereo unspecified),3,101,102,101,1,-5,100,100
Cc1cc(C(=O)N2CCCC(N3CCN(Cc4ccc5c(c4)OCO5)CC3)C2)n[nH]1 (stereo unspecified),1,114,115,99,7,-1,113,110
O=C(O)CCCCCn1c(SCc2cc(=O)n3cc(Cl)ccc3n2)nc2ccsc2c1=O,2,100,98,103,-11,2,102,98
Cc1ccc(S(=O)(=O)N2CCCCC2C(=O)Nc2nncs2)cc1 (stereo unspecified),2,90,95,101,-6,6,102,90
Cc1cc(C(=O)OCC(=O)NCc2ccccc2)c2ccccc2n1,3,94,95,91,3,-3,92,96
COc1ccc(CC(=O)Nc2sc3c(c2C#N)CC(C)(C)NC3(C)C)cc1OC,3,99,101,88,7,-5,105,99
Cc1cc(CN(C)C(=O)c2cc(COc3ccc(F)cc3Cl)on2)n[nH]1,-6,101,102,116,-7,5,103,103
C/C(=N\NC(=O)Nc1ccccc1)c1ccccc1,1,107,99,97,-2,15,103,104
CN(CC(=O)NC(=O)NC1CCCCC1)Cc1ccccc1,-2,92,92,95,3,2,102,97
Cc1c(Br)c([N+](=O)[O-])nn1CC(=O)Nc1ccc2nc3n(c(=O)c2c1)CCCC3,-2,103,105,103,4,0,106,103
Cc1ccc(S(=O)(=O)NC(=O)COc2ccccc2C(N)=O)cc1,1,89,94,98,-4,1,97,95

In another format: entries from further up.
Order of values – AHR activator	CIT2 TOR yeast	AGP1-GFP MLPCN	LAP4 TOR yeast	proCasp7 act	proCasp3 act	MEP2 TOR yeast	RPL19A TOR yeast
Cc1ccc(S(=O)(=O)N2CCCCC2C(=O)Nc2nncs2)cc1 (stereo unspecified)
→ 2	90	95	101	-6	6	102	90
Cc1cc(C(=O)OCC(=O)NCc2ccccc2)c2ccccc2n1
→ 3	94	95	91	3	-3	92	96

(more compounds)
SMILES,AHR activator,CIT2 TOR yeast,AGP1-GFP MLPCN,LAP4 TOR yeast,proCasp7 act,proCasp3 act,MEP2 TOR yeast,RPL19A TOR yeast
CC(C)CC(=O)NC(=S)NCCc1ccccc1,1,84,91,95,3,4,97,95
COc1ccc(C(=O)O/N=C(\C)c2cnccn2)cc1,0,110,92,105,1,8,105,104
O=C(NCCCN1CCCCC1)C1CCCN(c2ncnc3c2nc2n3CCCCC2)C1 (stereo unspecified),-1,106,106,98,10,4,99,105
CC(=O)c1cccc(NC(=S)NCCC2=CCCCC2)c1,4,112,111,107,0,0,115,104
Cc1cc(Cl)c(OCCCn2ccnc2)c(Br)c1,39,109,102,102,-10,-2,105,112
COCCNC(=O)Cn1nc(-c2ccccc2C)ccc1=O,0,113,92,86,9,3,103,99
O=C(N1CCN(CCO)CC1)N1c2ccccc2CCc2ccccc21,-1,99,107,107,4,1,102,97
O=C(OC(C(=O)NC1CCCC1)c1ccc(F)cc1)c1ccno1 (stereo unspecified),-4,93,95,100,5,2,101,97
CC(=O)C(=[N+]=[N-])C(=O)NCc1ccccc1,-2,u,15[may fluoresce violet],89[may fluoresce violet],-13,-7,209*[may fluoresce violet],97[may fluoresce violet]
Cc1cc(COC(=O)C2N3C(=O)[C@@H](NC(=O)COc4ccccc4)[C@H]3SC2(C)C)on1 (stereo partly specified),1,101,110,98,-1,7,110,107
Cn1c(-c2ccc(F)cc2)cc2onc(-c3ccccc3Cl)c2c1=O,17,101,88,105,3,-3,84,98
C/C(CCc1ccco1)=N\NC(=O)CNc1c(Br)cc(Br)cc1Br,6,89,97,118,3,3,90,97
O=C(NCc1ccc2c(c1)OCO2)C1CC(=O)N(CCc2ccc(Cl)cc2)C1 (stereo unspecified),-2,149,119,105,-5,10,108,96
N#CC1=C(N)N(c2ccc(Cl)c(Cl)c2)C(=O)C1,18,103,95,98,5,5,105,107
O=S(=O)(NCC(c1ccco1)N1CCN(c2ccccc2)CC1)c1ccc(F)cc1 (stereo unspecified),1,105,103,103,-7,6,96,108
Cc1ccc2c(nc3s/c(=C\c4ccc(-c5ccccc5C(=O)O)o4)c(=O)n32)c1C,10,144,99,126,-8,-10,184*,114
Cc1ccc(-c2csc(NC(=O)c3cccs3)n2)cc1,3,86,100,116,-20,6,106,99
CCOc1ccc(C(C)(C)C)cc1S(=O)(=O)N1CCOCC1,3,96,96,96,1,4,100,96

From PubChem

Hits appear at their usual frequency; 3.5% or so of the library scored in one or more.
